# Assay outcomes from PubChem BioAssay.
# XiGFP reactiv: X-chromosome reactivation activator | XiGFP mouse fibroblasts, % GFP-positive cells imaging, 3 d; cells co-treated with 5-aza-dC sensitizer; scaled so ellipticine positive control = 100% | activation, % at 7.58 µM | 0.055% of 360,000 active | AID 743238;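 active = mean normalized replicate activation at least 10% and every replicate at or above 10%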;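 note: 0% = median of on-plate neutral control wells and 100% = ellipticine 6 µM median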
#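 System: SV40-immortalized XiGFP fibroblast cells, line 68-5-11 / Incubation: 3-day compound exposure, then 15 min fixation at room temperature / Compound: single concentration per compound, delivered by pin transfer / Buffer or medium: DMEM plus 5-aza-dC sensitizer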
# ERAP1 inh: blocks human ERAP1 aminopeptidase activity; inhibition, % at 10.7 µM; AID 652197; Q9NZ08; recombinant ERAP1, Leu-AMC fluorescence, 60 min; 0.15% of 340,000 active;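 active = mean replicate inhibition of at least 30%, or all replicates individually reaching that 30% level; inactive = mean below 30% and not every replicate reaching it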;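 note: 0% = neutral control wells and 100% = L-leucinethiol positive control wells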
# Target sequence (Q9NZ08 whole entry, looked up): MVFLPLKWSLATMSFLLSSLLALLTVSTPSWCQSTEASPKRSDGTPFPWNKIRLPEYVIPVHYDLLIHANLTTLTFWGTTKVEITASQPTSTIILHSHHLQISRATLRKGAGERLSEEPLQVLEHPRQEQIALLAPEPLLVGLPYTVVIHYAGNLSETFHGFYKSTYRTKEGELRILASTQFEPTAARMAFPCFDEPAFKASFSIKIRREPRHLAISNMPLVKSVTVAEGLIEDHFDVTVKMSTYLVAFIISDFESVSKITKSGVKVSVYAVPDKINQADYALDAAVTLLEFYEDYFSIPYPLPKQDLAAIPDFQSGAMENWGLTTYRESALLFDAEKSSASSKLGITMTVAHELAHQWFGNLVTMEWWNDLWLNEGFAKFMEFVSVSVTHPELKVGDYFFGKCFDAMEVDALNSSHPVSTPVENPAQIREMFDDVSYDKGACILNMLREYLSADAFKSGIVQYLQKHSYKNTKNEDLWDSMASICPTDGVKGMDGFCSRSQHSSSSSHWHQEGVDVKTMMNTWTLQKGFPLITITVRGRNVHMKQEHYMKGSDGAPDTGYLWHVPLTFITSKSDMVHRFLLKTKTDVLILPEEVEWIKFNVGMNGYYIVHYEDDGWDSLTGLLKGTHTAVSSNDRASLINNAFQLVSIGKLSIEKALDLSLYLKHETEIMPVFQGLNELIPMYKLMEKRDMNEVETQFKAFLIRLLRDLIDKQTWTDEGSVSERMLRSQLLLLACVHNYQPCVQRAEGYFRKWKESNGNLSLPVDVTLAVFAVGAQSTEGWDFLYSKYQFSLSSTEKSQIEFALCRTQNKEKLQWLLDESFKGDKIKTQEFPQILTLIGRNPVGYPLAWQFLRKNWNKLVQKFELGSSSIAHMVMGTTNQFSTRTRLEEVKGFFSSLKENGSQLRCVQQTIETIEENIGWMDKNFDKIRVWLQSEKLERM
# Cneo AK release: causes C. neoformans cell lysis | adenylate kinase release luminescence, 4 h; normalised: neutral wells 0, clomiphene wells 100 | lysis activity, % at 15 µM | 0.2% of 360,000 active;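 active = mean lysis activity across replicates of at least 80%, whatever share of replicates individually reach that level; inactive = mean lysis activity below 80%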
#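 Assay system: C. neoformans cells. Amount: yeast cell density of 5 × 10^6 cells/mL. Technique: AK luminescence. Buffer or medium: YPD. Times: static 4 h at 37 °C with compound, 1 h detection. Dosing: single-point compound dose. Read-out: lysis from increased AK signal.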
# LGR2 inh: inhibitors of bursicon-induced Drosophila LGR2 receptor cAMP signaling | HEK293 LGR2, CRE-luciferase, bursicon-stimulated, 4 h | inhibition, % at 9.99 µM | 0.35% of 380,000 active;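 active = drop in luminescence signal, shown as inhibition above about 50% in the replicate tests, limit read from the data, passing the limit was not always enough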;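 note: agonist challenge used bursicon conditioned medium at about half maximal strength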
# SIRT5 inh: blocks human SIRT5 desuccinylation of peptide | Q9NXA8 | Purified SirT5, succinyl-peptide AMC, trypsin-coupled fluorescence | inhibition, % at 15 µM | 1.1% of 330,000 active; in the data active = inhibition above about 15%
# S100A4 inh HTS: S100A4-myosin IIA interaction inhibition. P26447. S100A4/TAMRA-MyoIIA peptide fluorescence polarization. inhibition, % at 10.7 µM. 0.14% of 360,000 active. AID 652163;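 active = mean inhibition of at least 70% across replicates, with every replicate also reaching that level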
# Target sequence (P26447 whole entry, looked up): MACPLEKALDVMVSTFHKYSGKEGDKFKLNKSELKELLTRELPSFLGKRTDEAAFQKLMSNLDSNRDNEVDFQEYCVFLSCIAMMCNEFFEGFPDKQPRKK
#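 Material: S100A4 monomer (human). Medium: Calcium-containing HEPES buffer, pH 7.2. Probe or stimulus: labelled myosin peptide probe, 5 nM. Compound dosing: one concentration per compound. Timing: polarization read 5 min after assay mix addition, stable 5–60 min. Benchmarks: DMSO as neutral control, TFP as positive control.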
# PGC1a acetyl inh: lowers PGC1a acetylation signal in U2OS cells; inhibition, % at 15.6 µM; 0.17% of 350,000 active; AlphaScreen anti-acetyl-lysine; with virally co-expressed GCN5 acetyltransferase;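 active = every replicate shows inhibition of at least 40%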;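 note: 0% = neutral control wells and 100% = positive control wells; some results beyond the cut were filed as inactive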
# Statin myotox sup: suppression of simvastatin myotoxicity. C2C12 myotubes + simvastatin, ATP luminescence, 48 h; scaled: DMSO 0, geranylgeraniol control 100. rescue of ATP level, % at 7.49 µM. 0.78% of 330,000 active;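 active = mean ATP rescue above about 67%, or every replicate alone reaching that limit, limit read from the data, passing the limit was not always enough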;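 note: myotubes were challenged with 10 µM simvastatin during compound exposure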
# * marks the source's active call; other numbers are inactive results; . = no result given; & = joins results of further samples. Only part of the results is shown; the hit share may differ from the screen's.
(1) CS(=O)(=O)NNC(=O)Cn1nnc(-c2cc(C(F)(F)F)cc(C(F)(F)F)c2)n1
(2) C[C@]12Cc3ccccc3C1CC1=N[C@@H](c3ccc(C(F)(F)F)cc3)O[C@@]13C[C@@H]2C(=O)N3C1CCN(Cc2ccccc2)CC1 (stereo partly specified)
(3) C[C@H](CO)N1C[C@H](C)[C@@H](CN(C)Cc2ccc(C(=O)O)cc2)Oc2c(NC(=O)Nc3ccc(F)cc3)cccc2C1=O
(4) Cc1cccc(S(=O)(=O)N(C)C[C@@H]2OCc3cnnn3CCCC(=O)N([C@H](C)CO)C[C@@H]2C)c1
(5) CCCN(C)C[C@@H]1Oc2cc(/C=C/c3ccccc3)ccc2S(=O)(=O)N([C@H](C)CO)C[C@@H]1C
(6) CC12CCC(C(=O)NCc3ccccc3Cl)(CC1=O)C2(C)C (stereo unspecified)
(7) C[C@H](NC(=O)c1ccc(Cl)cc1)C(=O)NNC(=O)c1cccs1
(8) Cc1ccc(S(=O)(=O)Nc2n[nH]nc2C(=O)NC2CCCCC2)cc1

entry no.	1	2	3	4	5	6	7	8
XiGFP reactiv	-0.1	-0.1	0.0	0.1&0.0	0.1	0.0	0.0	0.0
ERAP1 inh	0.8	-1.4	5.7	3.5&-0.3&2.5	0.1	0.7	1.4	13.6
Cneo AK release	4.9	.	40.7	0.6&0.9&-3.4	5.0	3.8	-1.3	.
LGR2 inh	.	0.2	2.7	6.1&15.1	-14.4	12.9	3.4	15.5
SIRT5 inh	-3.8	.	13.2	-1.2&-1.3&3.2	1.9	-1.3	0.8	-1.6
S100A4 inh HTS	-2.0	-5.7	-8.4	1.0&23.2&5.1	-9.2	-1.6	-1.1	-3.1
PGC1a acetyl inh	-5.1	.	4.6	-5.7&7.9&2.7	-2.1	3.2	2.1	-5.8
Statin myotox sup	.	.	9.7	10.1&4.0&-0.5	8.8	6.4	3.7	.

(9) Cc1cc(C)n(-c2ncnc3sc4c(c23)CCCC4)n1
(10) O=C(CSC(=S)N1CCOCC1)Nc1ccc(S(=O)(=O)Nc2ncccn2)cc1
(11) O=C(CCNS(=O)(=O)c1ccccc1C(F)(F)F)NCCCc1ccccc1
(12) Cc1ccccc1S(=O)(=O)NCC[C@@H]1CC[C@H](NC(=O)C2CC2)[C@H](CO)O1
(13) COC(=O)c1ccc2c(C)c(C(C)(C)O)[nH]c2c1
(14) CC1CCCCC1NC(=O)/C(C#N)=C/c1ccc(OCC(N)=O)cc1 (stereo unspecified)
(15) Cc1ccc(CCNC(=O)C2CCN(S(=O)(=O)N3CCOCC3)CC2)cc1
(16) N#CC1(NC(=O)COc2ccc3oc4ccccc4c3c2)CCCCC1

entry no.	9	10	11	12	13	14	15	16
XiGFP reactiv	.	0.2	-0.3	0.4	0.0	0.0	0.2	0.0
ERAP1 inh	-0.2	-2.7	-0.6	0.7	1.7	.	-30.1	-3.8
Cneo AK release	.	-1.7	-0.2	-4.1	-0.9	8.3	-17.7	.
LGR2 inh	-0.7	10.7	4.6	-3.8	-11.0	3.7	-5.0	6.7
SIRT5 inh	-1.1	-5.7	-2.3	4.6	.	.	-2.3	-7.0
S100A4 inh HTS	-6.3	48.4	-1.4	-5.9	-6.2	.	-1.9	2.0
PGC1a acetyl inh	.	-0.8	.	-1.6	15.3	10.0	-18.8	.
Statin myotox sup	8.1	2.8	-5.6	-1.2	-4.3	.	30.0	.

# Part of the list above in order of SMILES length, ascending.
(13) COC(=O)c1ccc2c(C)c(C(C)(C)O)[nH]c2c1
(14) CC1CCCCC1NC(=O)/C(C#N)=C/c1ccc(OCC(N)=O)cc1 (stereo unspecified)
(10) O=C(CSC(=S)N1CCOCC1)Nc1ccc(S(=O)(=O)Nc2ncccn2)cc1

entry no.	13	14	10
XiGFP reactiv	0.0	0.0	0.2
ERAP1 inh	1.7	.	-2.7
Cneo AK release	-0.9	8.3	-1.7
LGR2 inh	-11.0	3.7	10.7
SIRT5 inh	.	.	-5.7
S100A4 inh HTS	-6.2	.	48.4
PGC1a acetyl inh	15.3	10.0	-0.8
Statin myotox sup	-4.3	.	2.8

# Entries from the list above that have a thiophene ring, fused or not:
(7) C[C@H](NC(=O)c1ccc(Cl)cc1)C(=O)NNC(=O)c1cccs1
(9) Cc1cc(C)n(-c2ncnc3sc4c(c23)CCCC4)n1

entry no.	7	9
XiGFP reactiv	0.0	.
ERAP1 inh	1.4	-0.2
Cneo AK release	-1.3	.
LGR2 inh	3.4	-0.7
SIRT5 inh	0.8	-1.1
S100A4 inh HTS	-1.1	-6.3
PGC1a acetyl inh	2.1	.
Statin myotox sup	3.7	8.1

# Remaining list, next part.
(17) COc1ccc(NC(=S)N2CCCCC2c2cccnc2)cc1 (stereo unspecified)
(18) Cc1ccsc1C(=O)Nc1n[nH]c(C(F)(F)F)n1
(19) COc1ccc(C(=O)O)cc1S(=O)(=O)Nc1cc(Cl)ccc1N1CCOCC1
(20) Cc1cc(C)c(C)c(S(=O)(=O)NC(C(=O)O)C(C)C)c1C (stereo unspecified)
(21) C[C@H]1CN([C@@H](C)CO)C(=O)c2cccc(NC(=O)C3CCOCC3)c2O[C@H]1CN(C)CC1CC1
(22) CSc1ccccc1NC(=O)Cn1nnc(-c2ccc(S(C)(=O)=O)cc2)n1
(23) CO[C@H](CN(C)Cc1cc(F)ccc1F)[C@H](C)CN(C(=O)Nc1ccc(C(F)(F)F)cc1)[C@@H](C)CO
(24) CCN(CC)S(=O)(=O)c1ccc(S(=O)(=O)Nc2cc3c(cc2C(C)=O)OCO3)cc1

entry no.	17	18	19	20	21	22	23	24
XiGFP reactiv	0.0	.	-0.1	-0.2	0.3	0.0	.	.
ERAP1 inh	-2.1	.	-78.3	8.2	0.0	5.5	-0.9	-2.6
Cneo AK release	54.1	-3.5	-2.0	4.2	-56.9	.	14.1	.
LGR2 inh	33.1	9.1	12.8	5.5	13.5	3.5	.	-9.1
SIRT5 inh	3.1	-1.5	11.7	1.9	0.4	3.8	0.9	-3.1
S100A4 inh HTS	-5.6	1.1	-4.6	-5.7	-1.1	-3.4	-10.6	-0.3
PGC1a acetyl inh	-9.7	-0.3	-8.7	-6.8	.	.	1.6	.
Statin myotox sup	10.5	10.2	2.4	-1.9	-1.3	.	-17.1	.

# The closing 2 compounds of the part before are carried over, then new ones follow.
(23) CO[C@H](CN(C)Cc1cc(F)ccc1F)[C@H](C)CN(C(=O)Nc1ccc(C(F)(F)F)cc1)[C@@H](C)CO
(24) CCN(CC)S(=O)(=O)c1ccc(S(=O)(=O)Nc2cc3c(cc2C(C)=O)OCO3)cc1
(25) C[C@H](C(=O)N(C)C[C@H]1OCc2ccccc2-c2c(n(C)c3ccccc23)C(=O)N([C@H](C)CO)C[C@@H]1C)c1ccccc1
(26) Cc1cc(/C=C2/C(=O)NN(c3ccccc3)C2=O)c(C)n1-c1ccc(O)cc1
(27) NC(=O)CSc1nnc(-c2ccccn2)n1Cc1ccco1
(28) CNC[C@@H]1Oc2c(NC(=O)Nc3ccc4c(c3)OCO4)cccc2C(=O)N([C@@H](C)CO)C[C@H]1C
(29) O=C(C1CCCC1)N1CC[C@@H]2[C@H]1c1cc(C3=CCCCC3)ccc1N[C@@H]2CO
(30) CCN1C(=O)[C@H]2[C@@H](c3ccc(-c4ccccc4)cc3)N3CCC[C@@]3(C(=O)OC)[C@H]2C1=O
(31) COc1ccc2c(=O)c3c(=O)n(Cc4ccccc4)c(C(C)C)nc3oc2c1
(32) COc1ccc(S(=O)(=O)N(C)C[C@@H]2Oc3ccc(NC(=O)CCC(F)(F)F)cc3C(=O)N([C@H](C)CO)C[C@@H]2C)cc1

entry no.	23	24	25	26	27	28	29	30	31	32
XiGFP reactiv	.	.	-0.3	-0.3	-0.1	-0.5	-0.1	0.0	0.1	-0.1
ERAP1 inh	-0.9	-2.6	-3.4	8.6	3.7	-0.6	4.0	-4.2	.	0.3
Cneo AK release	14.1	.	.	.	-9.8	3.0	.	1.0	-3.3	-1.1
LGR2 inh	.	-9.1	7.4	44.8	6.0	-15.1	-15.1	7.1	12.3	-6.2
SIRT5 inh	0.9	-3.1	2.0	10.5	-1.2	8.9	4.8	-1.8	-0.6	-5.1
S100A4 inh HTS	-10.6	-0.3	20.3	-10.2	-11.2	1.2	-3.5	21.7	2.4	-2.9
PGC1a acetyl inh	1.6	.	9.8	.	2.9	8.3	-12.9	-5.8	4.7	-5.5
Statin myotox sup	-17.1	.	.	.	8.6	-25.5	.	-1.8	.	-5.4

(33) COc1ccc(/C=C(\NC(=O)c2ccc([N+](=O)[O-])cc2)C(=O)NCCCn2ccnc2)cc1
(34) CC1=C(C(=O)OCC(Cl)(Cl)Cl)N2C(=O)C(NC(=O)Cc3ccccc3)C2SC1 (stereo unspecified)
(35) CN(CC(=O)Nc1ccc(N2CCOCC2)cc1)C(=O)CCc1cc(C(C)(C)C)c(O)c(C(C)(C)C)c1
(36) C/C=C/c1ccc([C@@H]2[C@H](CO)N(C(C)=O)[C@H]2CNC(=O)c2ccccc2)cc1
(37) CCOC(=O)c1c(-c2cccs2)csc1NC(=O)CCCC(=O)O
(38) CCCC(=O)Nc1ccc2c(c1)C(=O)N(C)C[C@H](OC)[C@H](C)CN(Cc1ccc(-c3ccccn3)cc1)[C@H](C)CO2
(39) CCOC(=O)C(NC(=O)c1ccccc1Cl)(Nc1sc2c(c1C(N)=O)CCC2)C(F)(F)F (stereo unspecified)
(40) O=C(Cn1cncn1)c1ccccc1Br

entry no.	33	34	35	36	37	38	39	40
XiGFP reactiv	0.3	0.0	0.1	0.1	.	0.3	0.0	0.2
ERAP1 inh	-5.6	-1.1	3.3	-0.7	2.3	1.2	-0.5	0.1
Cneo AK release	1.1	-3.9	6.1	-2.9	-0.2	-1.4	-0.4	1.4
LGR2 inh	17.1	25.9	-42.3	-26.0	-6.0	11.1	19.2	3.6
SIRT5 inh	4.0	-1.3	1.3	-3.4	-5.8	.	0.7	-2.7
S100A4 inh HTS	-3.2	-20.7	-1.7	-5.4	-1.0	-8.7	-2.5	-1.9
PGC1a acetyl inh	6.5	.	-2.9	-2.3	-20.5	-8.7	-21.5	-1.5
Statin myotox sup	14.3	.	10.5	7.0	-14.3	-5.8	3.2	0.0

(41) COc1cc(O)c(C(CCN2CCN(c3ccccc3)CC2)c2ccc(N(C)C)cc2)c(OC)c1 (stereo unspecified)
(42) CC1COc2ccccc2N1S(=O)(=O)c1cc(Cl)ccc1Cl (stereo unspecified)
(43) COCCNC(=O)/C(C#N)=C/c1c(N2CCN(c3ccccc3)CC2)nc2ccccn2c1=O
(44) COC(=O)c1ccc(NC(=S)NNC(=O)c2ccccc2)cc1
(45) O=C(C[C@H]1C=C[C@@H](NC(=O)Cc2cccnc2)[C@@H](CO)O1)Nc1ccccc1
(46) O=C(Cn1cnc([N+](=O)[O-])n1)NCCO
(47) O=C(CSc1nnc(-c2ccncc2)n1C1CC1)c1cccs1
(48) O=C1ON=C(c2ccccc2[N+](=O)[O-])/C1=C/c1cccc([N+](=O)[O-])c1O

entry no.	41	42	43	44	45	46	47	48
XiGFP reactiv	0.0	0.0	0.1	0.0	0.3	0.1	0.0	5.5
ERAP1 inh	1.6	-2.7	-39.8	3.9	4.7	1.3	-0.2	64.6*
Cneo AK release	-2.3	0.6	-1.9	.	-0.1	-3.4	-1.1	-0.7
LGR2 inh	-5.5	0.0	-4.4	-33.8	0.6	-4.1	-21.9	9.7
SIRT5 inh	.	0.9	1.9	0.1	-1.5	-2.2	-2.0	2.9
S100A4 inh HTS	22.4	-4.5	0.8	-7.6	14.7	-4.0	1.5	4.5
PGC1a acetyl inh	.	.	-2.1	1.6	3.7	5.3	4.2	9.4
Statin myotox sup	9.7	16.1	-0.8	.	-2.1	-8.5	11.5	3.0
